MrgX1 antag: blocks BAM8-22 activation of human MrgX1 receptor | hit rate 1.3% among 310,000 | AID 588676 | B-score at 10 µM | Q96LB2 | MRGX1-HEK293 calcium flux, Fluo-4, BAM8-22 antagonism; stronger effect = lower value;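 active = calcium-response B-score plate-corrected more than 3 library SD below zero, starting fluorescence within 5 deviations, no agonist response on first addition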;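 note: peak minus trough fluorescence over baseline after final BAM8-22 challenge near maximal dose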
Target sequence (Q96LB2 whole entry, looked up): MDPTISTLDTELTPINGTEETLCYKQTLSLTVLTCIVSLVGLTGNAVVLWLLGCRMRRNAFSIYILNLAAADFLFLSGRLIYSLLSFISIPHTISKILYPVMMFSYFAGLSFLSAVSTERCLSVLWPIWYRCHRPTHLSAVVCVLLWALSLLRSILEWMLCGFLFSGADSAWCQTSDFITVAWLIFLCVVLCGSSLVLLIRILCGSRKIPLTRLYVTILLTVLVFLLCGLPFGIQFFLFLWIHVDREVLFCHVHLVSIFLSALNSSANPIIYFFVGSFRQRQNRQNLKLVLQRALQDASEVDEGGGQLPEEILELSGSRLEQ
RGS4 block: human RGS4 inhibition. hit rate 0.45% among 310,000. P49798. HEK293 M3R/RGS4 inducible, Fluo-4 calcium flux; stronger effect = higher value; triggered by carbachol at its EC20. B-score at 10 µM;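 active = B-score, a plate-corrected calcium signal, over three deviations above library mean, with baseline fluorescence within five deviations of library mean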;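 note: RGS4 expression induced by doxycycline in cells with stable M3 receptor; B-score is computed from the integrated fluorescence ratio over baseline after carbachol; higher B-score means a larger calcium signal and so more RGS4 inhibition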
Target sequence (P49798 whole entry, looked up): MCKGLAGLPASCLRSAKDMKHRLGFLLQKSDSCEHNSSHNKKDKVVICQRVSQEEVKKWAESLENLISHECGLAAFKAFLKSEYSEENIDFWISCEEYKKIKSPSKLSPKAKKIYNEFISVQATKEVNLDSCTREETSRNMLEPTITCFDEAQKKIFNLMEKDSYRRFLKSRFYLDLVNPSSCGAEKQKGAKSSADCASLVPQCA
MrgX1 ag: agonists of human MrgX1 receptor | Q96LB2 | MrgX1-HEK293 cells, Fluo-4 calcium fluorescence, agonist mode; stronger effect = higher value | B-score at 10 µM | hit rate 0.44% among 310,000 | AID 588627;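 active = calcium response B-score plate-corrected fluorescence ratio at least 3 library SD, with starting fluorescence B-score inside 5 SD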
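times = overnight plating, then 30 min 37 °C plus 30 min room-temperature dye loading | assay system = stable human MrgX1 HEK293 cell line | input = fifteen thousand cells per well | signal = kinetic calcium dye fluorescence, Fluo-4 NW | dosing = compound delivered in addition one of three | read-out = B-scored fluorescence response ratio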
HIF act: HIF pathway transcriptional activation; U2OS HRE-luciferase reporter, luminescence; normalized: DMSO 0%, desferrioxamine 100%; activation, % at 7.5 µM (by protocol); hit rate 0.32% among 300,000;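 active = mean activation of at least 10% of the iron chelator positive control signal, with at least half of replicates also reaching 10%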
TRPC6 inhibitor: blocks the mouse TRPC6 cation channel | HEK293-TRPC6, membrane potential dye, ACh-evoked depolarization; stronger effect = lower value | Q61143 | B-score at 10 µM | hit rate 1.1% among 310,000;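 active = B-score under library mean minus 3 SD, initial fluorescence not abnormally high, positive integrated signal ratio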;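 note: B-score derived from integrated fluorescence ratio over the kinetic read; more negative B-score means stronger inhibition of depolarization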
TRPC4 inh: blocks the mouse TRPC4 cation channel; Q9QUQ5; HEK293 TRPC4beta/mu-opioid, DAMGO-evoked Fluo4 calcium flux; stronger effect = lower value; B-score at 10 µM; hit rate 0.39% among 300,000; AID 2247;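 active = B-score over 3 SD under the library average, no early fluorescence shift, positive overall ratio signal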
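Assay system: HEK293 cells with stable TRPC4beta plus mu-opioid receptor expression; Probe or stimulus: DAMGO in two steps, submaximal then maximal; Dosing: single-point compound dosing; Measured by: Fluo4 calcium-dye fluorescence, kinetic read; Read-out basis: B score from integrated Fluo4 fluorescence ratio.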
Platelet DG rel: modulates dense granule release in human platelets. inhibition, %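 (compounds screened at 7.5 µM in platelet-rich plasma)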. AID 1663. human platelet-rich plasma, SFLLRN dense granule ATP release, luminescence. hit rate 0.22% among 300,000;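 active = mean replicate score, as percent of positive control, at or above 50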
TRPC6 activator: mouse TRPC6 channel activation. Q61143. HEK293-TRPC6 membrane potential dye fluorescence; stronger effect = higher value. B-score at 10 µM. hit rate 0.13% among 310,000;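 active = B-score of the integrated fluorescence ratio above library mean plus 3 SD, and starting fluorescence ratio within library mean plus 5 SD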;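 note: higher score means more depolarization so channel activation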
SKKanGAS inh: blocks kanamycin growth of S. pyogenes SKKanGAS strain. BacTiter-Glo, 6 h. AID 1662. inhibition, % at 7.5 µM. hit rate 1.3% among 300,000;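 active = mean replicate score, as percent of positive control median, at least 50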;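 note: strain carries kanamycin resistance gene driven by streptokinase promoter and grows in 40 µg/ml kanamycin; loss of luminescence reflects streptokinase promoter inhibition or plain growth inhibition; 0% = median of DMSO wells and 100% = positive control at its reference dose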
RGS4 act: RGS4 potentiation or activation; HEK293 M3R/inducible RGS4, carbachol calcium flux Fluo4; stronger effect = lower value; B-score at 10 µM; hit rate 0.92% among 310,000; AID 463111;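 active = B-score of the integrated calcium signal more than 4 SD below the library mean, with starting fluorescence not abnormally high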;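 note: negative B-score means reduced calcium response which marks RGS4 activation or potentiation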
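Reagent: ECmax carbachol challenge; Test system: M3R-expressing HEK293 line, RGS4 induced by doxycycline; Schedule: overnight RGS4 induction, 30 min dye load 37 °C, 20 min compound RT; Detection: calcium dye Fluo4 fluorescence; Read-out: Agonist-evoked peak-minus-minimum fluorescence over baseline, integrated ratio, B score.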
MrgX1 allo act: human MrgX1 positive allosteric modulation, primary screen. Q96LB2. MrgX1-HEK293, Fluo-4 calcium flux, FDSS; stronger effect = higher value. B-score at 10 µM. hit rate 0.63% among 310,000. AID 588675;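 active = plate-corrected calcium response at least 3 library SD above typical, normal starting fluorescence, not activating the receptor alone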;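 note: compound read alongside a low EC10 to EC30 dose of BAM8-22 agonist; peak minus trough fluorescence over baseline measured at the second addition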
An asterisk follows results filed as active; i = inactive; nt = no result given. An excerpt. The share of hits here may be higher or lower than overall.

SMILES	MrgX1 antag	RGS4 block	MrgX1 ag	HIF act	TRPC6 inhibitor	TRPC4 inh	Platelet DG rel	TRPC6 activator	SKKanGAS inh	RGS4 act	MrgX1 allo act
CCOC(=O)c1cccc([P+](=O)O)c1	i	i	i	-0.6	i	i	-6	i	-4	i	i
Cc1cccc(NC2=NCCCS2)c1C	i	i	i	-0.3	i	i	11	i	0	i	i
c1ccc2c(CN3CCN(C4CCCCC4)CC3)c[nH]c2c1	i	i	i	-0.3	i	i	13	i	-3	i	i
O=C(C[N+]12CCC(CC1)C(OC(=O)c1ccccc1)C2)c1ccc([N+](=O)[O-])cc1 (stereo not drawn)	i	i	i	-0.1	i	i	9	i	4	i	i
COc1ccc(C2NCc3ccc4c(c3-n3cccc32)OCO4)cc1OC (stereo not drawn)	i	i	i	0.1	i	i	-18	i	1	i	i
O=C(Cc1ccccc1)OC(COCc1ccccc1)CN1CCOCC1 (stereo not drawn)	i	i	i	0.5	i	i	-25	i	-5	i	i
Fc1ccc2c(c1)nnn2C1CCN(Cc2nnnn2CCc2ccccc2)CC1	i	i	i	-1.2	i	i	1	i	-4	i	i
COc1ccc(CCNC(C)CCc2ccc(OC)cc2)cc1 (stereo not drawn)	i	i	i	-0.6	i	i	-1	i	-4	i	i
COc1cc(CN=C(C)c2c(O)n(C)c(=O)n(C)c2=O)cc(OC)c1	i	i	i	nt	i	i	nt	i	-4	i	i
C#CC1(O)C=CC2C3CCC4=CC(=O)CCC4C3CCC21CC (stereo not drawn)	i	i	i	0.9	i	i	-22	i	-2	i	i
O=c1[nH]c(=S)n(Cc2ccc(F)cc2)c(O)c1C=NCC1CCCO1 (stereo not drawn)	i	i	i	0.0	i	i	-13	i	-13	i	i
CCOC(=O)/C(=N\Nc1ccccc1)N1CC1	i	i	i	0.1	i	i	-4	i	3	i	i
CC[n+]1c(/C=C/C=C/c2ccc(N(C)C)cc2)sc2ccccc21	i	i	i	0.4	i	i	3	i	30	i	i
CN1C(=O)NC(=O)[C@]2(Cc3ccccc3N3CCN(c4ccccc4)CC32)C1=O (stereo partly drawn)	i	i	i	1.8	i	i	9	i	5	i	i
O=C1/C(=C\c2cc3c(cc2Cl)OCO3)N2CCC1CC2	i	i	i	-0.7	i	i	3	i	-1	i	i
Cc1ccc(CN2C3CCCC2CC(NC(=O)Nc2cccc(F)c2)C3)cc1 (stereo not drawn)	i	i	i	-2.2	-6.5*	i	9	i	-4	i	i
CN1c2ccc([N+](=O)[O-])cc2CC2(C(=O)NC(=O)N(c3ccccc3)C2=O)C1c1ccccc1 (stereo not drawn)	i	i	i	0.0	i	i	-4	i	-2	i	i
O=C(O)C1=CC2c3ccccc3C1c1ccccc12	i	i	i	-1.9	i	i	6	i	0	i	i
O=C(c1cc(F)ccc1F)C1CCCN(Cc2ccc3nonc3c2)C1 (stereo not drawn)	i	i	i	-0.4	i	i	3	i	11	i	i
CC(C)Nc1ccc(Nc2ccccc2)cc1	-5.1*	nt	i	1.6	nt	nt	2	nt	9	nt	i
CCc1ccc(N2C(=O)NC(=O)/C(=C/c3cccn3CCOc3ccc(C(C)CC)cc3)C2=O)cc1 (stereo not drawn)	i	i	i	0.4	i	i	2	i	4	i	i
CC(C(=O)Nc1ccc(Cl)cc1Cl)N1CC=C(c2ccccc2)CC1 (stereo not drawn)	i	i	i	0.4	i	i	0	i	-4	i	i
Cc1ccc(Cn2nnnc2CN2CCC(n3nnc4cc(C(F)(F)F)ccc43)CC2)cc1	i	i	i	-0.9	i	i	7	i	12	i	i
O=C(Cc1ccccc1)N1CCN(CC2CC=CCC2)CC1 (stereo not drawn)	i	i	i	-9.0	i	i	1	i	-1	i	i
O=c1oc2ccccc2c(O)c1C(c1ccccn1)c1c(O)c2ccccc2oc1=O	i	i	i	0.3	i	i	-2	i	14	i	i
Cc1ccc(CS(=O)(=O)Cc2ccc(C(=O)N3CCC4(CC3)OCCO4)o2)cc1	i	i	i	0.3	i	i	-1	i	4	i	i
CCn1c(O)c(/C=N/NC(=O)c2ccccc2)c(=O)[nH]c1=S	i	i	i	0.8	i	i	-6	i	18	i	i
COc1ccc(CN2CCN(C(=O)COc3cccc(C)c3)CC2)c(OC)c1	nt	i	nt	0.5	i	i	-5	i	-10	i	nt
CCCNC(=O)N1C2CCC1CC(O)(c1cccnc1)C2 (stereo not drawn)	i	i	i	-0.3	i	i	-5	i	23	i	i
COc1ccc(C(=O)C(Cc2ccccc2)N(C)C)cc1 (stereo not drawn)	i	i	i	0.3	i	i	11	i	-8	i	i
NP(=O)(OCCCc1ccccc1)c1ccccc1 (stereo not drawn)	i	i	i	-1.6	i	i	-10	i	-3	i	i
CCOc1cc(CNCCc2ccccc2F)ccc1OC	i	i	i	0.3	i	i	0	i	10	i	i
COc1ccc(OCC#CCN2CCC(C)CC2)cc1	i	i	i	-0.1	i	i	-6	i	2	i	i
C1CCC2S[C@H]3CCCCC3NC2C1 (stereo partly drawn)	i	i	i	0.2	i	i	-14	i	2	i	i
CC(C)OC(=O)C1C2c3ccccc3C(c3ccccc32)C1C(=O)O (stereo not drawn)	i	i	i	-0.2	i	i	-3	i	4	i	i
O=C(Cc1ccccc1)NC(Cc1ccc(Cl)cc1)C(=O)O (stereo not drawn)	i	i	i	0.0	i	i	6	i	3	i	i
CCOC(=O)c1c(C)n(C(C)C)c2ccc(OC(=O)c3ccc(N4C(=O)CCC4=O)cc3)cc12	i	i	i	2.8	i	i	-2	i	23	i	i
COc1ccc(CCN)cc1OC	i	i	i	-0.3	i	i	8	i	0	i	i
O=C(COc1ccc(S(=O)(=O)N2CCOCC2)cc1)N1CCN(Cc2ccc3c(c2)OCO3)CC1	i	i	i	-0.1	i	i	15	i	-3	i	i
CSc1ccccc1C(=O)C1CCCN(Cc2ccccn2)C1 (stereo not drawn)	i	i	i	-0.3	i	i	4	i	5	i	i
CCCCn1c(O)c(C(CC)=NCCCn2ccnc2)c(=O)[nH]c1=O	i	i	i	-0.4	i	i	-7	i	1	i	i
Cc1ccc(C2(O)CC(C)N(C)CC2C)cc1 (stereo not drawn)	i	i	i	-0.5	i	i	-26	i	9	i	i
CCOC(=O)C(O)(c1ccc(N=Cc2ccccc2O)c(C)c1)C(F)(F)F (stereo not drawn)	i	i	i	-0.2	i	i	-3	i	-8	i	i
CCN1CCN(c2ccc(NC(C)=O)cc2Cl)CC1	i	i	i	0.1	i	i	-2	i	1	i	i
O=P(Nc1cccnc1)(Oc1ccccc1Cl)Oc1ccccc1Cl	i	i	i	-2.0	i	i	13	i	-2	-8.4*	i
Cc1oc(-c2ccc(Cl)cc2)nc1CS(=O)CC(=O)N1CCC2(CC1)OCCO2 (stereo not drawn)	i	i	i	0.4	i	i	-10	i	-12	i	i
Cc1c(C=C2C(=O)NC(=O)NC2=O)c(=O)n(-c2ccccc2)n1C	i	i	i	-0.4	i	i	5	i	-2	i	i
Cc1ccc(C)c(CN2CCC(n3nnc4cc(F)ccc43)CC2)c1	i	i	i	-0.8	i	i	7	i	8	i	i
Cc1ccccc1-n1c(CNc2ccccc2)nc2ccccc2c1=O	i	i	i	0.1	i	i	17	i	3	i	i
CCOc1ccc(C2SCC(=O)Nc3c2c(C)nn3C2CCOC(C)(C)C2)cc1 (stereo not drawn)	i	i	i	0.0	i	i	9	i	-6	i	i
CC(Cc1cccs1)NCc1ccc(Cl)cc1 (stereo not drawn)	i	i	i	-0.1	i	i	5	i	9	i	i
CC(C)NC(=O)Cn1cc(C(=O)c2ccccc2)c2ccccc21	i	i	i	-2.7	i	i	-4	i	3	i	i
COc1ccc(C=C2C(=O)N(C)C(=O)N(C)C2=O)cc1COc1ccc(NC(C)=O)cc1	i	i	i	2.0	i	i	-1	i	-3	i	i
CCC(=NCC1CCCO1)c1c(O)n(-c2ccc(Cl)cc2)c(=O)[nH]c1=O (stereo not drawn)	i	i	i	0.1	i	i	nt	i	3	i	i
CC1CCCCN1Cc1cccnc1 (stereo not drawn)	i	i	i	0.1	i	i	-8	i	-15	i	i
COc1ccc(-n2nc(C(=O)NCC(=O)N3CCC4(CC3)OCCO4)c3ccccc3c2=O)cc1OC	i	i	i	0.7	i	i	0	i	7	i	i
C(#CCN1CCOCC1)COC/C=C/c1ccccc1	i	i	i	0.4	i	i	-1	i	-9	i	i
O=c1c2ccccc2nc(-c2ccco2)n1-c1cccnc1	i	i	i	0.0	i	i	-15	i	-1	i	i
O=c1[nH]c(=O)n(Cc2ccccc2Cl)c(O)c1/C=C1/C=CC=N1	i	i	i	0.2	i	i	-3	i	-14	i	i
CCOc1cc2c(cc1OCC)-n1cccc1C(c1ccc(F)c(OC)c1)NC2 (stereo not drawn)	i	i	i	-20	i	i	1	i	1	i	i

Further records follow.
SMILES	MrgX1 antag	RGS4 block	MrgX1 ag	HIF act	TRPC6 inhibitor	TRPC4 inh	Platelet DG rel	TRPC6 activator	SKKanGAS inh	RGS4 act	MrgX1 allo act
CCn1c(O)c(C=NCc2ccccc2)c(=O)[nH]c1=S	i	i	i	-0.1	i	i	6	i	-4	i	i
Cc1cccc(CN2CCCC(C(=O)c3ccc4c(c3)OCO4)C2)n1 (stereo not drawn)	i	i	i	0.1	i	i	4	i	1	i	i
CCOc1ccc2[nH]c(=O)c(CN(CCO)C3(c4nnnn4C4CCCCC4)CCCCC3)cc2c1	i	i	i	-0.3	i	i	-4	i	2	i	i
O=Cc1cn(Cc2ccccc2F)c2ccccc12	i	i	i	0.0	i	i	-1	i	6	i	i
CCOC(=O)Cn1cc([N+](=O)[O-])nc1[N+](=O)[O-]	i	i	i	0.3	i	i	-3	i	-2	i	i
CCN(CC)c1ccc(C=C2C(=O)N(C)C(=S)N(C)C2=O)o1	i	i	i	0.2	i	i	11	i	-1	i	i
COC(=O)C(O)(c1ccc(NC(=O)c2ccco2)c(OC)c1)C(F)(F)F (stereo not drawn)	i	i	i	-0.2	i	i	1	i	-3	i	i
NCCc1ccc(S(N)(=O)=O)cc1	i	i	i	-1.4	i	i	1	i	-6	i	i

High-throughput results: PubChem BioAssay, several laboratories
